Gli-Sufu antag: Gli-Sufu pathway antagonism; Sufu-KO-LIGHT fibroblasts, Gli luciferase reporter luminescence; inhibition, % at 5 µM; actives 0.74% (n = 340,000); AID 588413;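 active = inhibition above about 55%, limit read from the data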;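 also: 0% = DMSO-treated cells and 100% = wells with medium but no cells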
SENP8 inh: inhibitors of human SENP8 protease; Q96LD8; purified SENP8, Z-RLRGG-aminoluciferin cleavage, luminescence; inhibition, % at 10 µM; actives 1.2% (n = 330,000)
EBI2 antag: EBI2 (human) antagonism; actives 0.81% (n = 360,000); EBI2 beta-arrestin recruitment, luminescence, 7a,25-OHC stimulated; AID 651636; inhibition, % at 5 µM; in the data active = inhibition above about 38%;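 also: enzyme fragment complementation signal reports receptor beta-arrestin coupling in cells; 0% = agonist plus DMSO wells and 100% = wells without agonist; some results beyond the cut were filed as inactive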
Target sequence (P32249 whole entry, looked up, the tested form may be a part): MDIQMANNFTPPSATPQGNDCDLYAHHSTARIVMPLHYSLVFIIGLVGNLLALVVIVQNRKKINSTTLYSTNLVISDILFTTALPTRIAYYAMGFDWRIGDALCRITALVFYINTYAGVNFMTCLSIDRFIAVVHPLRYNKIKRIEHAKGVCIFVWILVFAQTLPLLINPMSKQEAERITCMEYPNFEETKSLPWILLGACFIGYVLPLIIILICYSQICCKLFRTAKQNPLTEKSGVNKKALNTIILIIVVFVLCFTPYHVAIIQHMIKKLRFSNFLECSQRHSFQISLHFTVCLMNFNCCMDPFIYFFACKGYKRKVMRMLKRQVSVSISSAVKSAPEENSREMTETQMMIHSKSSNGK
697 NFkB inh: inhibitors of the PMA/ionomycin-induced NF-kB reporter in 697 B cells | 697 B-cell NF-kB luciferase reporter, 16 h | inhibition, % at 4 µM | actives 0.33% (n = 330,000) | AID 435022; in the data active = inhibition above about 35%
Apaf1 inhib: human Apaf-1 inhibition; AID 489030; actives 0.71% (n = 330,000); O14727; inhibition, % at 20 µM; reconstituted apoptosome caspase-3 activity, DEVD-Rh110 fluorescence; active = inhibition of at least 40% at 20 µM;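 also: plate controls were DMSO wells for no effect and DEVD-CHO caspase inhibitor wells for full effect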
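Medium: Hepes buffer, pH 7.5 / System: biochemical Apaf-1 apoptosome reconstitution / Measured by: Rh110 fluorescence, excitation 480 nm, emission 540 nm / Times: compound with Apaf-1, dATP, procaspase-3 30 min, then 50 min reaction, room temperature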
UBC13 inh: inhibitors of human UBC13 polyubiquitin chain formation; actives 0.47% (n = 330,000); inhibition, % at 20 µM; P61088; TR-FRET; AID 485273; in the data active = inhibition above about 45%, passing the limit was not always enough; inconclusive = no clear call, values can overlap the other calls
Target sequence (P61088 whole entry, looked up): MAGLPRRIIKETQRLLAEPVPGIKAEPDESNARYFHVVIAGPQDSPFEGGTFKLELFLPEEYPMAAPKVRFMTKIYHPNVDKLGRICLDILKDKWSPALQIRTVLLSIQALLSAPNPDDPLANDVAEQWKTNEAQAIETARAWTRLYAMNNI
Jurkat NFkB inh: inhibitors of the PMA/ionomycin-induced NF-kB reporter in Jurkat cells; PMA/ionomycin-induced NF-kB luciferase reporter, luminescence; inhibition, % at 4 µM; actives 0.53% (n = 330,000); AID 435003
CCR6 antagonist: CCR6 (human) receptor antagonism; P51684; actives 0.49% (n = 340,000); AID 493098; inhibition, % at 20 µM; CHO-K1 CCR6 PathHunter beta-arrestin, luminescence, CCL20-stimulated;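 active = compounds whose inhibition of the agonist-driven luminescence signal at 20 µM reaches about 50%, limit read from the data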;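 also: cells stimulated with CCL20 at 14 nM final; plate controls were DMSO with CCL20 for no effect and DMSO without agonist for full effect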
Target sequence (P51684 whole entry, looked up): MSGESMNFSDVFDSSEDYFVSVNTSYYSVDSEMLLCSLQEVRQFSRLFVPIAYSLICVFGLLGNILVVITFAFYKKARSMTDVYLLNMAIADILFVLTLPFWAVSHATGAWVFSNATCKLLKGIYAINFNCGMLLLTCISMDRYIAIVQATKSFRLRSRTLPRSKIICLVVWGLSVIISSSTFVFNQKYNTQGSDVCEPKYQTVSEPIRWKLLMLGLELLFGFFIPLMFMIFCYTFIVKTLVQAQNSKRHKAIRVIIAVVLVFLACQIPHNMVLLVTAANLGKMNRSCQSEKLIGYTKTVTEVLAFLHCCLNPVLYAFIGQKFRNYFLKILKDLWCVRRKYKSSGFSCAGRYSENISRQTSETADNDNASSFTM
An asterisk follows results filed as active; ? = inconclusive; nt = not tested or not shown. Rule as the data show it, unless noted: active = inhibition above about 50%; inactive = the rest.

SMILES	Gli-Sufu antag	SENP8 inh	EBI2 antag	697 NFkB inh	Apaf1 inhib	UBC13 inh	Jurkat NFkB inh	CCR6 antagonist
O=C(COc1ccc(S(=O)(=O)NCc2ccccc2)cc1)N1CCOCC1	6	5	-4	-6	-4	-2	17	3
N#C/C(=C\c1c(N2CCC(C(N)=O)CC2)nc2ccccn2c1=O)S(=O)(=O)c1ccccc1	9	4	4	4	0	-2	14	16
CCOc1ccc(C(=O)NC(=S)NC2CCCC2)cc1[N+](=O)[O-]	7	3	14	-10	20	-5	-32	19
COc1cc(C(=S)N2CCOCC2)ccc1OC(=O)c1cc(OC)c(OC)c(OC)c1	11	8	-5	-41	12	4	-24	3
COc1ccc(C(=O)NCCSCc2ccc(C)cc2)cc1	3	-3	5	6	20	-4	-17	-1
CC(=O)c1ccc(NS(=O)(=O)c2ccc(C)cc2)cc1	55	6	4	10	-1	-10	18	19
O=C(Cc1ccccc1)Nc1ccc(NC(=O)c2ccccc2)c(Cl)c1	nt	-1	-1	-13	2	-10	-14	13
CC(C)c1ccc(S(=O)(=O)c2cc3cc(Br)ccc3oc2=O)cc1	-3	-2	-7	2	-2	7	-6	2
Cc1cc(NS(=O)(=O)c2ccccc2)c(C)c(Cl)c1O	19	-7	-8	5	-4	4	-7	-10
COCCn1c(SCC(=O)NC2CCCC(C)C2C)nc2ccccc2c1=O (stereo not given)	5	-2	22	-1	13	4	19	12
O=C(CN1C(=O)NC2(CCCc3ccccc32)C1=O)c1ccccc1F (stereo not given)	-2	3	7	5	9	4	-11	9
C[C@H](c1ccccc1)n1nnc(COCc2ccccc2)c1C#CCOCc1ccccc1	8	9	10	33	13	-5	24	11
COc1cc2oc3cc(C)oc(=O)c3c2cc1OC	-1	0	-3	7	-2	16	-6	1
Cc1c(C(=O)NCc2ccoc2)oc2ccc3c(c12)C(=O)CC(C)(C)O3	11	2	1	-56	16	-3	-55	18
O=C(COC(=O)C1CCN(S(=O)(=O)c2ccc3c(c2)OCCO3)CC1)Nc1ccc(C(F)(F)F)cc1	0	5	-2	12	6	13	9	-1
CC(C)NC(=S)NC(=O)/C=C/c1cccc2ccccc12	2	-4	-13	13	27	4	-6	12
Cc1ccc(S(=O)(=O)N2CCOC2CNC(=O)C(=O)NCCN(C)C)cc1 (stereo not given)	2	-8	-12	-8	-4	9	-20	-1
O=C(C1CCCN(Cc2nc(-c3ccc(Cl)cc3)no2)C1)N1CCOCC1 (stereo not given)	18	-12	12	-30	7	-4	1	0
CC(C)n1nnnc1SCC(=O)N1CCN(C(=O)c2ccco2)CC1	4	-3	-7	20	4	5	0	6
Cc1nc2sc(C(=O)OC(C)C)c(N)c2c(C)c1C	-54	-7	-5	-67	-25	2	-93	-11
CCN(CC)S(=O)(=O)c1cccc(C(=O)NC(Cc2c[nH]c3ccccc23)c2nnc3n2CCC3)c1 (stereo not given)	-2	0	-5	2	-3	2	2	9
O=C(NCC1(c2ccccc2)CCCC1)c1ccccc1	5	3	-2	5	6	-8	15	5
COc1ccc(-n2nc(C(=O)NCc3ccco3)c3ccccc3c2=O)cc1	2	6	3	-5	-10	?	12	4
O=C(C1CC1)N1CCc2[nH]c3ccccc3c2C1	-8	2	-7	5	6	5	-4	10
CCn1cc(C(=O)NCC2CCCO2)c(=O)c2cc(F)c(N3CCN(C)CC3)cc21 (stereo not given)	2	6	3	5	1	3	-11	4
CCOC(=O)c1cc(-c2ccccc2)nn1CC1CC(c2cccnc2)=NO1 (stereo not given)	-3	4	-12	25	-3	8	8	0
COc1ccc(N2Cc3ccc(OC)c(OC)c3C2=O)cc1	-54	-4	0	-58	-2	8	-41	8
CCN(CC)CCNC(=O)c1ccc(NC(=O)c2cn(-c3ccc(F)cc3)nc2-c2cccc(OC)c2)cc1	21	-15	5	6	45*	92*	-6	37
NC(=O)c1c(NC(NC(=O)c2ccco2)(C(F)(F)F)C(F)(F)F)sc2c1CCCC2	5	7	4	39*	-1	-8	11	1
O=C(CSc1ncc(-c2ccccc2)[nH]1)Nc1ccccc1F	-27	2	6	-32	-7	2	-29	-4
O=C(N/N=C/c1cc(Br)c(O)c(Br)c1)C1CC1	0	-3	5	16	-7	0	8	1
Cc1cc(=O)[nH]c(SCC(=O)NC(C)C2CC3CCC2C3)c1C#N (stereo not given)	7	10	13	12	-5	-6	0	-3
CN(C)S(=O)(=O)N1CCN(CC(=O)Nc2cc(Cl)ccc2Cl)CC1	0	13	9	-13	-12	7	1	24
CCc1nnc(NC(=O)C2CC(=O)N(c3ccc(C)cc3)C2)s1 (stereo not given)	4	2	-2	9	0	4	-7	3
CCOc1cc(/C=C(/NC(C)=O)C(=O)O)cc(Cl)c1OCc1cccc(Br)c1	22	-9	3	6	6	19	10	11
COc1ccccc1C(=O)Nc1ccc2c(c1)nc1n2CCN(C2CCCCC2)C1	16	6	5	-6	23	0	-25	4
CCOc1ccc(C(=O)c2cnc3ccccc3c2N2CCN(CC)CC2)cc1	-1	2	-64	19	-2	6	4	5
O=C(COC(=O)c1ccc2c(c1)OCO2)NCc1ccc2c(c1)OCO2	7	6	-5	-7	-2	2	4	2
N#Cc1ccc(CN2CCN(C(=O)CNS(=O)(=O)c3ccc4c(c3)OCCCO4)CC2)cc1	-8	-14	-2	8	10	-5	-2	10
COc1ccc(CCn2c(C)cc(C(=O)CN3C(=O)C(=O)N(C4CCCC4)C3=O)c2C)cc1OC	7	-4	0	-24	5	1	2	5

Another view of some results above.
compound,Gli-Sufu antag,SENP8 inh,EBI2 antag,697 NFkB inh,Apaf1 inhib,UBC13 inh,Jurkat NFkB inh,CCR6 antagonist
O=C(COc1ccc(S(=O)(=O)NCc2ccccc2)cc1)N1CCOCC1,6,5,-4,-6,-4,-2,17,3
N#C/C(=C\c1c(N2CCC(C(N)=O)CC2)nc2ccccn2c1=O)S(=O)(=O)c1ccccc1,9,4,4,4,0,-2,14,16
CCOc1ccc(C(=O)NC(=S)NC2CCCC2)cc1[N+](=O)[O-],7,3,14,-10,20,-5,-32,19
COc1cc(C(=S)N2CCOCC2)ccc1OC(=O)c1cc(OC)c(OC)c(OC)c1,11,8,-5,-41,12,4,-24,3
COc1ccc(C(=O)NCCSCc2ccc(C)cc2)cc1,3,-3,5,6,20,-4,-17,-1
CC(=O)c1ccc(NS(=O)(=O)c2ccc(C)cc2)cc1,55,6,4,10,-1,-10,18,19
O=C(Cc1ccccc1)Nc1ccc(NC(=O)c2ccccc2)c(Cl)c1,nt,-1,-1,-13,2,-10,-14,13
CC(C)c1ccc(S(=O)(=O)c2cc3cc(Br)ccc3oc2=O)cc1,-3,-2,-7,2,-2,7,-6,2
Cc1cc(NS(=O)(=O)c2ccccc2)c(C)c(Cl)c1O,19,-7,-8,5,-4,4,-7,-10
COCCn1c(SCC(=O)NC2CCCC(C)C2C)nc2ccccc2c1=O (stereo not given),5,-2,22,-1,13,4,19,12
O=C(CN1C(=O)NC2(CCCc3ccccc32)C1=O)c1ccccc1F (stereo not given),-2,3,7,5,9,4,-11,9

Next section.
SMILES	Gli-Sufu antag	SENP8 inh	EBI2 antag	697 NFkB inh	Apaf1 inhib	UBC13 inh	Jurkat NFkB inh	CCR6 antagonist
CCOc1ccc(CCNC(=O)CCC(=O)Nc2ccc3nc(N4CCN(C)CC4)cc(C)c3c2)cc1OCC	4	-3	4	-92	21	-7	-24	6
C=CCNC(=O)c1ccccc1CCc1ccccc1	-7	2	-7	16	-2	-3	21	8
C1=CC2CC1CC2CN1CCN(Cc2ccccc2)CC1 (stereo not given)	-1	0	-12	11	13	1	2	-2
CC(C)c1ccc(O)c(N)c1	2	3	-8	5	-8	2	-10	5
CC(C)NC(=O)c1ccc(-c2cccc(C(F)(F)F)c2)o1	-12	-9	1	4	5	2	-13	-3
COc1ccc(CNC(=O)COC(=O)CO/N=C(\C)c2ccc3c(c2)OCO3)cc1	-4	1	-4	16	5	-5	13	-7
COc1cccc(NC(=O)C2CCN(S(=O)(=O)c3ccccc3)CC2)c1	-16	-5	4	-6	9	-5	-2	-4
S=C1N(c2ccccc2)C(c2ccccc2)N2CCCN12 (stereo not given)	3	2	0	-56	-1	-7	-4	6
CSc1nc(N2CCN(C)CC2)c2c(c1C#N)CC(C)(C)OC2	7	1	2	3	-16	7	3	3
CCn1c(=O)c([N+](=O)[O-])c(Cl)c2ccccc21	2	-12	33	0	0	5	-2	100*
N#C/C(=C\c1cccc(O)c1)c1nc2ccccc2o1	12	33	-3	-12	8	-13	-3	17
COc1cccc(-c2nc(C(N)=O)c3[nH]c(=O)n(-c4ccccc4)c3n2)c1OC	2	5	-3	-15	12	27	-13	0
COC(=O)c1ccc(NS(=O)(=O)c2cc3c4c(c2)CCC(=O)N4CCC3)cc1	0	-9	-4	12	6	-3	-17	-3
CCOC(=O)Cc1csc(NC(=O)C2C3C=CC(C3)C2C(=O)O)n1 (stereo not given)	2	-2	-9	2	-11	-5	7	20
O=C(COC(=O)CNC(=O)c1cccc([N+](=O)[O-])c1)Nc1cccc(S(=O)(=O)N2CCCC2)c1	-8	-4	-11	15	8	8	2	9
Cc1ccc(-c2nnc(SCC(=O)N3CCCc4ccccc43)n2N)cc1	-6	-4	-2	3	5	5	12	-21
Cc1cc(Br)ccc1NC(=O)CN(C)C(=O)C1=COCCO1	-14	-7	1	6	1	-15	-6	5
CCOc1cc(C2CC(=O)NC3=C2C(=O)C(C(=O)OC)C(C)C3)cc(Br)c1O (stereo not given)	7	1	8	4	-1	7	16	13
CC1CCCN(Cc2nc3c(c(=O)n(C)c(=O)n3C)n2CCc2ccccc2)C1 (stereo not given)	8	-11	15	-6	4	-1	24	7
CCOC(=O)CCc1c(C)n[nH]c1C	-7	-1	-3	-19	11	-6	-15	8
O=C(CSc1nc(-c2cccs2)cc(C(F)(F)F)n1)NCc1ccccc1	3	0	0	-5	14	13	-13	14
CC(C)C(=O)O/N=C(\N)c1ccc(Oc2ccc(Cl)cc2)c([N+](=O)[O-])c1	-8	-10	15	-36	8	-1	-13	7
CCc1ccc(S(=O)(=O)Nc2ccc(Br)cn2)cc1	-15	-2	-13	-1	2	1	2	-1
O=C(NNC(=S)Nc1ccccc1)c1ccc(O)cc1	-1	24	1	-108	1	-2	-110	19
CC(C)(O)C(=O)NNC(=S)Nc1ccc(F)c(Cl)c1	-5	-9	8	0	-3	2	-6	23
Cc1cccc(C(=O)OCC(=O)NC(C)C2CC3CCC2C3)c1O (stereo not given)	8	1	0	0	0	10	4	7
Cc1nc(SCC(=O)c2ccccc2)c([N+](=O)[O-])[nH]1	5	-14	0	-4	12	-16	-12	10
O=C1NC(=O)C(CC(=O)N(c2ccccc2)C2(C(=O)NC3CCCC3)CCCCC2)N1 (stereo not given)	2	0	-4	12	-5	-4	-22	-5
COc1cccc(S(=O)(=O)Nc2ccc(C(=O)NCc3ccco3)cc2)c1	7	-5	-4	18	-12	1	15	1
O=C(NCCc1ccccc1)c1cccc(N2CCCC2=O)c1	-33	-4	-6	-108	-9	3	-42	7
Cc1cccc(-c2nc3ccccc3c(=O)[nH]2)c1	3	1	-8	-50	0	5	-40	9
Cc1cccc(NC(=O)C2CC(=O)N/C(=N/N=C/c3ccco3)S2)c1 (stereo not given)	2	-3	2	-4	6	13	13	6
Cc1cnnn1-c1cccc([N+](=O)[O-])c1	2	3	-2	-5	8	3	-17	-9
CC1CCCCN1S(=O)(=O)c1ccc(C(=O)N(CCCN(C)C)c2nc3cc4c(cc3s2)OCO4)cc1 (stereo not given)	36	7	-1	-12	7	24	-11	24
COc1ccc(NC(=O)CSc2nc3ccccc3nc2N2CCCC2)cc1Cl	5	6	10	18	4	-2	-4	9
Cc1ccccc1Cn1c(=O)sc2ccccc2c1=O	-5	6	-3	13	11	7	18	4
COC(=O)c1cc(Cl)c(NC(=O)c2ccc(F)cc2)cc1OC	-4	-1	1	4	7	5	2	14
O=C(COC(=O)c1ccc([N+](=O)[O-])cc1)Nc1ccc(Cl)cn1	-8	4	1	7	0	0	4	-4
COc1ccc(C(=O)c2c(C)oc3ccc(O)cc23)cc1	-11	-3	-5	11	5	8	10	-3

Only part of the results is shown. The share of hits here may be higher or lower than overall.
